# Salmonella PhoP GFP – PhoP-dependent GFP reporter repression – Salmonella Typhimurium, primary screen (AID 1863); inhibition, % at 50 µM; hits with a dose series show IC50 in µM; S. Typhimurium PhoP-regulated promoter GFP reporter, 4 h; higher % means a stronger effect; hit rate 0.16% among 300,000;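 active = inhibition over 29.93%, a cutoff 3 SD above the screen mean, later confirmed by dose response; inconclusive = inhibition over 29.93% but no dose response follow-up; inactive = inhibition at most 29.93% or unconfirmed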;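 also: 0% = low Mg2+ inducing control and 100% = high Mg2+ repressing control; strong numbers were not always called active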
# NTR1 agonist – agonists of NTR1, primary screen, imaging, U2OS cells, beta-arrestin-GFP, high content (AID 493036); P30989; NTR1-U2OS beta-arrestin-GFP spot imaging, agonist mode; activation, % at 20 µM; hit rate 0.17% among 330,000;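 active = activation at or above 40% of the spot to cytoplasm intensity ratio, with at least 20 cells analyzed; inconclusive = wells under 20 cells, flagged as cytotoxic or low count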;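 also: 0% = DMSO without peptide and 100% = 100 nM NTR1 peptide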
# Target sequence (P30989 whole entry, looked up): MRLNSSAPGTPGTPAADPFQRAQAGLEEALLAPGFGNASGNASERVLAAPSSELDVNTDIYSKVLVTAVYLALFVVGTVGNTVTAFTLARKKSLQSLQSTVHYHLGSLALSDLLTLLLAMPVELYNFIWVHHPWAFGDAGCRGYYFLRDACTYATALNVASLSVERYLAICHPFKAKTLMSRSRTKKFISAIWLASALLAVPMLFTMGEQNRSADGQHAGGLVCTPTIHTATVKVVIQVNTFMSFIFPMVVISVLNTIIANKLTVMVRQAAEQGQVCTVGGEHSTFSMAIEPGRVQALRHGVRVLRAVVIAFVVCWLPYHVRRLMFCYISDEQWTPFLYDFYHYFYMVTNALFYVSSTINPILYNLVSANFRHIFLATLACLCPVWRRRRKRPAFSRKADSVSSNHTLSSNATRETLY
# West Nile virus CPE – West Nile virus antiviral activity, cell-based, CPE readout (AID 1621). West Nile virus-infected cells, CPE inhibition; higher % means a stronger effect. CPE inhibition, % at 10 µM; hits with a dose series show IC50 in µM. hit rate 0.02% among 290,000; in the data active = a potency from the dose series; inconclusive = CPE inhibition mostly from about 3.7% at the one dose, without a potency; inactive = the rest, 99 in 100 with CPE inhibition below about 2.2%; also: strong numbers were not always called active
# Dengue-2 NS5 capping – Dengue-2 NS5 methyltransferase inhibitors, primary screen, biochemical, confirmation dose response (AID 588689); Dengue-2 NS5 methyltransferase capping enzyme assay, biochemical; higher % means a stronger effect; one-dose inhibition, % at 25 µM; IC50 in µM for titrated hits; hit rate 0.3% among 340,000; in the data active = a potency from the dose series; inconclusive = inhibition above about 29% without an active follow-up result
# Large T inhibition – TAg ATPase/helicase activity blockers – biochemical (AID 1903); SV40 large T antigen ATPase/helicase inhibition assay; higher % means a stronger effect; inhibition, % at 20 µM, or IC50 in µM where a hit was titrated; hit rate 0.39% among 310,000; in the data active = a potency from the dose series; inconclusive = inhibition mostly from about 32% at the one dose, without a potency; inactive = the rest, 99 in 100 with inhibition below about 32%; also: strong numbers were not always called active
# T cell modulator – modulates CD8 T cell binding to vesicles | 2C CD8+ T cell-vesicle binding, flow cytometry; hits give low values | hit rate 0.068% among 330,000 | calls only at 7 µM | AID 2052;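 active = response, share of CD8 T cells binding vesicles, and their 90th percentile fluorescence all below set limits, cut at about 80% in these data, passing the limit was not always enough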
#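 Read-out – percent CD8+ FL2 mean versus row control · System – murine 2C transgenic CD8+ T lymphocytes · Times – 1.5 h cell–vesicle binding at 37 °C, then 20 min icy labelling · Control set – naked vesicles low, QL9 vesicles with vehicle high · Detection – cytometric PE anti-B7-1 and Alexa647 anti-CD8 signals after 1% paraformaldehyde fixation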
# UTI89 phage lysis – protection from phage-mediated lysis, alamar blue read-out – E. coli UTI89, K1F phage, bacterial capsule biogenesis inhibitors (AID 488966); E. coli UTI89 K1F phage lysis, alamar blue, 2 h; higher % means a stronger effect; one-dose inhibition, % at 100 µM; IC50 in µM for titrated hits; hit rate 0.02% among 340,000;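 active = phage lysis inhibition, versus mean bacterial control, above a set limit; inconclusive = no clear call, values can overlap the other calls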;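 also: capsule biogenesis inhibitors block K1F phage lysis so surviving cells raise fluorescence; higher fluorescence means more inhibition of phage lysis; actives were called in the ten point dose series up to 300 µM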
# RSV antiviral HEp-2 – RSV antiviral activity via CPE protection, HEp-2 cells, primary 10 µM value included (AID 2391). hit rate 0.13% among 310,000. HEp-2 cells, RSV-induced CPE inhibition; higher % means a stronger effect. CPE inhibition, % at 10 µM, or IC50 in µM where a hit was titrated; in the data active = a potency from the dose series; inconclusive = CPE inhibition mostly from about 23% at the one dose, without a potency; inactive = the rest, 99 in 100 with CPE inhibition below about 21%; also: strong numbers were not always called active
# MgcRacGAP inhibition – MgcRacGAP GTPase-activating activity inhibitors, confirmation, biochemical, ADP Hunter fluorescence | MgcRacGAP-stimulated Rac1 GTP hydrolysis, ADP Hunter fluorescence; higher % means a stronger effect; GST-tagged Rac1 F28L mutant substrate | one-dose inhibition, % at 30 µM; IC50 in µM for titrated hits | hit rate 0.6% among 340,000;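 active = first-screen hits whose inhibition reached a set limit at any dose in the follow-up dose series; inconclusive = inhibition above the set first-screen limit but never retested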;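 also: fluorescence reports GDP produced by GAP-driven GTP hydrolysis; strong numbers were not always called active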
# T cell modulator vesicle-bound % – further read-out of T cell modulator, marked with its call; double positive events, %; measured here: CD8+ vesicle-bound cell fraction;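 binding gate set so that unloaded-vesicle control wells show 10% double positive cells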
# NTR1 agonist cell count 20 µM – recorded beside NTR1 agonist, whose call it bears; cell count; measured here: cell count, cytotoxicity flag
# Dengue-2 NS5 capping pilot replicate – recorded beside Dengue-2 NS5 capping, whose call it bears; inhibition, %; measured here: pilot screen replicate inhibition
# An asterisk follows results filed as active; i = inactive; ? = inconclusive; . = not tested or not shown; [ ] = another dose, or the depositor's remark.
SMILES,Salmonella PhoP GFP,NTR1 agonist,NTR1 agonist cell count 20 µM,West Nile virus CPE,Dengue-2 NS5 capping,Large T inhibition,T cell modulator,T cell modulator vesicle-bound %,UTI89 phage lysis,RSV antiviral HEp-2,MgcRacGAP inhibition,others
O=C(N/N=C/C(Br)=C/c1ccccc1)c1cnccn1,10%,1.3,57,-0.1%,7%,15%,i,45,1.0%,?,7%,
O=C(c1ccc(COc2ccc(F)cc2)o1)n1cccn1,0%,-0.5,36,0.0%,-4%,4%,i,48,0.2%,0.9%,12%,
CCCCSc1nc(O)c(C2OC(=O)c3c2ccc(OC)c3OC)c(=O)n1C (stereo not given),-3%,3.6,85,1.1%,-5%,26%,i,52,-0.1%,0.3%,5%,
CC(C)(CNc1ccc([N+](=O)[O-])cc1C#N)N1CCOCC1,-1%,1.9,64,0.2%,4%,8%,i,46,0.1%,1.0%,9%,
CC(C)(C)n1nc2c(c1NC(=O)Cc1cccc3ccccc13)CS(=O)C2 (stereo not given),4%,4.2,65,0.3%,-3%,-4%,i,22,-0.3%,4.0%,9%,
CC(CN)(NS(=O)(=O)c1ccccc1)c1ccccc1 (stereo not given),3%,2.2,63,-0.7%,-1%,-9%,i,42,0.2%,0.4%,10%,Dengue-2 NS5 capping pilot replicate=0.3
CSc1ncccc1C(=O)OCCCC(=O)c1ccc(F)cc1,.,1.6,65,.,-7%,.,i,44,0.5%[50 µM],.,1%,
COc1cccc(-c2nc(-c3ccncc3)no2)c1,-4%,-0.5,78,0.0%,-10%,8%,i,53,0.3%,?,2%,
O=C(OC(C(=O)NC1CCCCC1)c1ccc(C(F)(F)F)cc1)c1ccco1 (stereo not given),-7%,2.3,69,.,-9%,20%,i,17,0.7%[50 µM],-0.7%,5%,
COc1ccc(NC(=O)c2nnn(CC(=O)Nc3ccccc3OC)c2N)c(OC)c1,4%,0.8,73,-0.5%,9%,13%,i,31,0.5%,1.3%,9%,
O=C(Nc1ccccc1Br)C(=O)N1CCCC1,-8%,-1.1,68,-0.2%,1%,5%,i,48,0.0%,2.1%,5%,
Cc1ccc(N=Cc2c(O)n(-c3nccs3)c(=O)c3ccccc23)c(C)c1,-35%,20,44,-0.5%,19%,9%,i,46,0.9%,0.9%,0%,
CCCc1cc(NCC2CCCO2)n2c(nc3ccccc32)c1C#N (stereo not given),8%,1.2,75,0.8%,-11%,6%,i,47,-0.1%,3.3%,6%,
CCOC(=O)c1cn(Cc2ccccc2)nc1-c1ccccc1,.,0.7,54,.,-5%,6%,i,22,0.8%,.,7%,
O=C(Nn1c(COc2ccccc2)nc2ccccc2c1=O)C(Cl)(Cl)Cl,11%,2.3,105,0.2%,-22%,4%,i,23,-0.4%[50 µM],1.4%,4%,
N#Cc1ccsc1NC(=O)COc1ccc(-c2nnco2)cc1,2%,-1.1,98,1.5%,-11%,5%,i,23,0.3%,2.5%,14%,
COc1ccc(/C=C/C(=O)OCC(=O)Nc2ccc(Cl)cc2F)cc1S(=O)(=O)N1CCOCC1,-13%,-0.3,37,-0.2%,-3%,12%,i,25,2.1%[50 µM],2.0%,5%,
Cc1cc(C)n(C(=O)Cn2nc(C(F)F)cc2C)n1,0%,-0.2,82,1.6%,3%,0%,i,54,0.3%,1.7%,3%,Dengue-2 NS5 capping pilot replicate=3.0
O=C(O)CNS(=O)(=O)c1cccc2nsnc12,-9%,-2.5,87,0.2%,-4%,32%,i,53,0.6%,-2.3%,5%,Dengue-2 NS5 capping pilot replicate=0.0
Cc1cc(C)nc(NS(=O)(=O)c2ccc(NC(=O)c3ccc(S(=O)(=O)N(C)C)cc3)cc2)n1,3%,0.6,48,0.5%,-1%,4%,i,3,0.1%,-0.7%,4%,
O=C(Oc1ccc(C(=S)N2CCOCC2)cc1Br)c1ccccc1F,4%,0.6,62,0.1%,-4%,1%,i,32,2.0%[50 µM],1.1%,2%,
COCCSc1ccccc1C(=O)NCc1ccco1,-9%,0.5,66,0.5%,1%,0%,i,10,4.7%,0.7%,17%,
O=c1c(C/C=C/c2ccccc2)c(O)ccn1Cc1ccc(Cl)cc1Cl,-2%,-0.4,36,-0.4%,-10%,12%,i,44,0.2%,-2.2%,8%,
CC(=O)Nc1ccc(S(=O)(=O)N2CCN=C2SCc2ccc([N+](=O)[O-])cc2)cc1,-4%,1.5,77,0.6%,-3%,9%,i,24,0.2%,1.3%,8%,
CC(=O)Nc1ccc(C(=O)OCc2ccccc2Cl)cc1,13%,-0.8,85,0.0%,-10%,7%,i,44,-0.2%,15%,5%,
CC(C(=O)NCC(=O)Nc1ccc(F)c(F)c1F)N1CCN(Cc2ccc(C#N)cc2)CC1 (stereo not given),.,-0.6,46,.,-2%,.,i,50,1.4%[50 µM],0.5%,0%,
COc1ccc(C(=O)NCc2ccc(F)cc2)cc1S(=O)(=O)N1CCCC1,.,-0.4,67,.,4%,.,.,.,1.2%[50 µM],.,7%,
COCC(C)n1c(COc2ccccc2F)nnc1SCC(=O)c1c(N)n(C)c(=O)n(C)c1=O (stereo not given),-3%,-0.6,42,-0.3%,-4%,7%,i,28,0.9%,0.5%,7%,
C=CCn1c(=NC(=O)c2ccco2)sc2cc(C(=O)OCC)ccc21,-4%,4.5,59,-0.2%,2%,4%,i,83,2.1%,1.0%,11%,
CN(C)CCn1c2c(c(SCC(=O)NCc3ccccc3)nc1=O)CCCC2,0%,0.7,75,.,-4%,6%,i,31,0.3%[50 µM],-0.6%,2%,
COc1ccc(-c2nn[nH]n2)cc1OC,-7%,-0.3,48,-0.2%,8%,8%,i,42,-0.1%,1.4%,-6%,
Cc1cc(NC(=O)CCC(=O)N(CC(=O)NC2CCCC2)c2cccc(F)c2)no1,3%,-1.2,51,0.2%,2%,0%,i,6,0.2%,1.7%,7%,
CCN(CC)S(=O)(=O)c1ccc2c(c1)nc(SCC(=O)NC1CC1)n2-c1ccccc1OC,-6%,1.0,52,0.0%,-9%,4%,i,44,-0.5%,10%,9%,
O=C(NCC1CCCO1)c1ccc(NC(=O)c2cccc([N+](=O)[O-])c2)cc1 (stereo not given),3%,-0.6,56,-0.9%,0%,3%,i,62,0.3%,2.4%,1%,Dengue-2 NS5 capping pilot replicate=-2.1
Cc1ccnc(NC(=O)C(C)N2C(=O)c3ccccc3C2=O)c1 (stereo not given),6%,0.6,67,1.3%,-5%,6%,i,15,-0.1%,0.6%,-3%,
CCOc1ccc(NC(=O)C(CC(=O)O)Cc2ccc(C)cc2)cc1 (stereo not given),-8%,0.6,68,-0.4%,5%,15%,i,56,1.2%,1.1%,8%,
COc1ccc(-c2noc(CCC(=O)N3CCN(c4ccccc4OC)CC3)n2)cc1,.,1.9,48,.,-2%,.,.,.,-0.1%,.,11%,Dengue-2 NS5 capping pilot replicate=4.0
N/C(Cc1ccc([N+](=O)[O-])cc1)=N\OC(=O)c1ccc2ccccc2c1,-17%,5.5,42,-0.3%,2%,10%,i,5,-0.3%,5.3%,12%,
CCn1ccnc1CN(C)Cc1nc(-c2cccc(Cl)c2)no1,1%,1.2,56,-0.8%,-10%,3%,i,40,-0.4%,4.4%,-3%,
N#C/C(=C\c1ccccc1Cl)C(=O)Nc1ccccn1,-7%,0.1,146,-0.2%,-4%,11%,i,56,0.2%,2.2%,11%,
COCCOC(=O)c1c(C)n(C)c2ccc(OC(=O)c3ccccc3OC)cc12,.,6.8,90,-0.8%,-3%,6%,i,49,-0.3%,3.1%,6%,
COc1cccc(NC(=O)N(C2CCCCC2)C(C)c2cccs2)c1 (stereo not given),10%,-1.4,59,-0.1%,-2%,5%,i,8,0.3%,-0.8%,3%,
CCCc1nc(Nc2nc3ccccc3o2)nc(C)c1C(=O)OCC,-7%,-0.3,97,-1.2%,-10%,3%,i,15,0.6%,1.7%,4%,
COc1ccccc1NC(=O)CC1Nc2ccccc2NC1=O (stereo not given),-4%,2.9,88,0.2%,-7%,24%,i,32,0.1%,3.0%,10%,
COc1cccc(C(C(=O)NCC2CCCO2)N(C(=O)Cn2nnc3ccccc32)c2ccc(NC(C)=O)cc2)c1 (stereo not given),0%,-0.3,54,-0.1%,-8%,-2%,i,24,0.1%,2.4%,5%,
Cc1cccc(N2CN=c3s/c(=C\c4ccncc4)c(=O)n3C2)c1,20%,.,.,.,1%,6%,.,.,-0.4%,.,-5%,
COc1ccc(S(=O)(=O)N2CCCC2CNC(=O)c2cccc(OC)c2)cc1 (stereo not given),0%,-1.5,46,.,1%,1%,i,52,0.8%[50 µM],1.2%,4%,
COc1ccc(NC2CCCN(C(=O)c3csc(C(C)C)n3)C2)cc1OC (stereo not given),9%,-0.5,53,-1.2%,3%,30%,i,8,1.6%[50 µM],0.5%,?,
CC(=O)c1ccc(-c2cccc(-c3nc4ccccn4c3NC3CCCCC3)c2)cc1,.,13,57,.,-10%,2%,i,20,1.1%,-3.3%,11%,

# Reprinted at random: 5 entries already listed, in no set order.
SMILES,Salmonella PhoP GFP,NTR1 agonist,NTR1 agonist cell count 20 µM,West Nile virus CPE,Dengue-2 NS5 capping,Large T inhibition,T cell modulator,T cell modulator vesicle-bound %,UTI89 phage lysis,RSV antiviral HEp-2,MgcRacGAP inhibition,others
COc1cccc(NC(=O)N(C2CCCCC2)C(C)c2cccs2)c1 (stereo not given),10%,-1.4,59,-0.1%,-2%,5%,i,8,0.3%,-0.8%,3%,
CSc1ncccc1C(=O)OCCCC(=O)c1ccc(F)cc1,.,1.6,65,.,-7%,.,i,44,0.5%[50 µM],.,1%,
CCCc1cc(NCC2CCCO2)n2c(nc3ccccc32)c1C#N (stereo not given),8%,1.2,75,0.8%,-11%,6%,i,47,-0.1%,3.3%,6%,
CC(=O)c1ccc(-c2cccc(-c3nc4ccccn4c3NC3CCCCC3)c2)cc1,.,13,57,.,-10%,2%,i,20,1.1%,-3.3%,11%,
COc1cccc(-c2nc(-c3ccncc3)no2)c1,-4%,-0.5,78,0.0%,-10%,8%,i,53,0.3%,?,2%,
